# Pyk2 oligo antag – antagonists of Pyk2 self-association, primary screen, Q293 cells, FERM NanoBiT luminescence, HTS | Protein-tyrosine kinase 2-beta (Homo sapiens), Q14289 | stronger effect = lower value | z-score (the deposit names both 25 µM and 10 µM) | 99,000 tested, 0.83% active | AID 1347419, 2020;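 active = Z-score of -3 or lower, scaled per plate to the spread of control and sample wells; inactive = z-score above -3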;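 also: negative z-score means lost luminescence so less FERM oligomerization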
# Target sequence (Q14289 whole entry, looked up): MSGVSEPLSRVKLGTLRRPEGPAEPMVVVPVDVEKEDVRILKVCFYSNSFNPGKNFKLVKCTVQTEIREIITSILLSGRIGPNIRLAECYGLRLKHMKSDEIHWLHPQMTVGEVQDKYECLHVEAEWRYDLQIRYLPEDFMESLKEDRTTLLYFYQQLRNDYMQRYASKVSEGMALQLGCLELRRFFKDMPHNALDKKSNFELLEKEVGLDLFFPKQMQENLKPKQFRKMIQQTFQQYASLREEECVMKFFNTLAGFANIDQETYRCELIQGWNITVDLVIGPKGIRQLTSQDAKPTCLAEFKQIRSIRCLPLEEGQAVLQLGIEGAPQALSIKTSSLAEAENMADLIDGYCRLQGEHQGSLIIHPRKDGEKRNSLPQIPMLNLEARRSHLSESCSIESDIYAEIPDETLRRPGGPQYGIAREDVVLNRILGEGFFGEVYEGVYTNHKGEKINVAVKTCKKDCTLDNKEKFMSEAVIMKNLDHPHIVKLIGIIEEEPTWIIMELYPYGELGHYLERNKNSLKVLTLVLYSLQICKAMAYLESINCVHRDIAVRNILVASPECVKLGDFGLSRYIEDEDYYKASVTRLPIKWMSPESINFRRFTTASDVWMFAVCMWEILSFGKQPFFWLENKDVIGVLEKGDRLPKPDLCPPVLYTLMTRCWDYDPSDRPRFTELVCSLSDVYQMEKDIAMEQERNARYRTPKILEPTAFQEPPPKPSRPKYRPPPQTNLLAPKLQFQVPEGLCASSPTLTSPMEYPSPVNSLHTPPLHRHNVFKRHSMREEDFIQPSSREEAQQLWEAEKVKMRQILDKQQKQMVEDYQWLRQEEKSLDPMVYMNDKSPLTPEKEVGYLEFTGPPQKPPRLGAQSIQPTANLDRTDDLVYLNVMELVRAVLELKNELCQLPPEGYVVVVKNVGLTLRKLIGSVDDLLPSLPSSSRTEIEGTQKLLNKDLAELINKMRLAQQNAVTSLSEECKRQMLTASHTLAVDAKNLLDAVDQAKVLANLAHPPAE
# * marks the source's active call; other numbers are inactive results.
SMILES,Pyk2 oligo antag
Cc1ccc(S(=O)(=O)N2CCOCC2)cc1NC(=O)CSc1nc2ccccc2c(=O)n1Cc1ccccc1,-0.76
CCc1ccc(/C=C2\SC(=S)N(CCCC(=O)Nc3nccs3)C2=O)cc1,0.22
COc1ccc(C(=O)c2coc(-c3ccccc3C(=O)O)c2C(=O)O)cc1,0.63
COc1ccc([N+](=O)[O-])cc1NC(=O)C1CCCCC1C(=O)O (stereo not given),-0.14
O=C(c1ccccc1)c1cc([N+](=O)[O-])ccc1N1CCOCC1,0.19
O=C(NN1CCCCC1)c1ccccc1,0.26
CCc1nn(C(C)C(=O)NCCc2ccc(OC)c(OC)c2)c(=O)c2cc3occc3n12 (stereo not given),0.18
Cc1ccc(C(=O)Cc2nnc(C)s2)cc1,0.12
COc1ccc2c(c1)C1=NN(/C(C)=C/C(C)=O)C(c3ccc(F)cc3)C1CC2 (stereo not given),2.4
O=C(CSc1nnc(-c2ccc3c(c2)OCO3)n1-c1ccccc1)c1ccccc1,0.79
O=C(c1ccc(-n2c(SCc3cc(F)ccc3F)nc3ccccc3c2=O)cc1)N1CCOCC1,-0.03
Clc1ccc(OCCN2CCN(c3ncnc4sccc34)CC2)cc1,1
CCOC(=O)c1c(NC(=O)C2CCN(S(=O)(=O)c3ccc(Cl)cc3)CC2)sc2c1CCCC2,0.49
N#Cc1c(NC(=S)NC(=O)C2CCCC2)sc2c1CCCCC2,0.25
Cc1cc(OCC(=O)N2CCCCCC2)ccc1[N+](=O)[O-],0.48
COCCn1c(SCC#N)nnc1-c1ccccc1O,0.19
COc1ccc(NS(=O)(=O)c2cccc(C(=O)N/N=C/c3cccs3)c2)cc1,-0.27
Cc1ccsc1C1NC(=O)c2c(sc3c2CCCC3)N1 (stereo not given),-0.57
Cc1ccc(NC(=O)NC(=O)COc2ccc(Cl)cc2Cl)c(C)c1,-0.18
O=C(Cc1csc(-c2ccccc2)n1)NCc1ccc(F)cc1,1.1
Cc1ccc(Nc2nc(N)c([N+](=O)[O-])c(N3CCC(C)CC3)n2)cc1C,-0.7
COc1ccc(-n2nc([N+](=O)[O-])c(=NCCc3ccccc3)n2O)cc1,-0.11
Cc1ccc(N2CN(Cc3cccnc3)CNC2=S)cc1,0.61
NC(=O)C1CCCN(C(=S)Nc2cccc3ccccc23)C1 (stereo not given),-1.9

# Reprinted at random: 2 compounds from above, in no set order.
SMILES,Pyk2 oligo antag
Cc1cc(OCC(=O)N2CCCCCC2)ccc1[N+](=O)[O-],0.48
Cc1ccc(Nc2nc(N)c([N+](=O)[O-])c(N3CCC(C)CC3)n2)cc1C,-0.7

# Back to the main list, starting 2 compounds before the break.
SMILES,Pyk2 oligo antag
Cc1ccc(N2CN(Cc3cccnc3)CNC2=S)cc1,0.61
NC(=O)C1CCCN(C(=S)Nc2cccc3ccccc23)C1 (stereo not given),-1.9
COc1ccc(N2C(=O)CNC2=S)cc1,0.4
C/C(=N\NC(=O)CNC(=O)C(c1ccccc1)c1ccccc1)c1ccc(C(C)(C)C)cc1,-0.2
COc1ccc(N(CC(=O)N/N=C/c2ccc(-c3ccc([N+](=O)[O-])cc3)o2)S(=O)(=O)c2ccc(C)cc2)cc1,-0.43
COC(=O)c1ccc2c(=O)n(CCCCCC(=O)O)c(=S)[nH]c2c1,0.65
CCN1C(=O)/C(=C\c2ccncc2)SC1=Nc1ccc(C)c(C)c1,-1
Clc1nc(-c2ccccn2)nc2scc(-c3ccccc3)c12,-1.4
CCOC(=O)c1c(NC(=O)c2cc3n(n2)C(C(F)(F)F)CC(c2ccccc2)N3)sc(C)c1C (stereo not given),0.33
Cc1ccccc1CSCCNC(=O)c1ccccc1,0.23
CN(C)CCCNC(CC(=O)Nc1cccc([N+](=O)[O-])c1)C(=O)O (stereo not given),1.3
CN(Cc1nc2ccccc2c(=O)[nH]1)c1ccccc1,0.14
Cn1c(Cn2cnc([N+](=O)[O-])n2)nnc1SCC(=O)Nc1ccccc1,0.43
Cc1cc(C)nc(SCC(=O)Nc2ncc(Cc3ccc(Cl)c(Cl)c3)s2)n1,0.65

# Structures shown so far with an aryl thioether with sulfur outside any ring (6):
SMILES,Pyk2 oligo antag
Cc1ccc(S(=O)(=O)N2CCOCC2)cc1NC(=O)CSc1nc2ccccc2c(=O)n1Cc1ccccc1,-0.76
O=C(CSc1nnc(-c2ccc3c(c2)OCO3)n1-c1ccccc1)c1ccccc1,0.79
O=C(c1ccc(-n2c(SCc3cc(F)ccc3F)nc3ccccc3c2=O)cc1)N1CCOCC1,-0.03
COCCn1c(SCC#N)nnc1-c1ccccc1O,0.19
Cn1c(Cn2cnc([N+](=O)[O-])n2)nnc1SCC(=O)Nc1ccccc1,0.43
Cc1cc(C)nc(SCC(=O)Nc2ncc(Cc3ccc(Cl)c(Cl)c3)s2)n1,0.65

# The list continues:
SMILES,Pyk2 oligo antag
Cc1cc(C)nc(NS(=O)(=O)c2ccc(N3C(=O)C4C5C=CC(C5)C4C3=O)cc2)n1 (stereo not given),1.3
COc1ccc([N+](=O)[O-])cc1N(CC(O)CN(C)C)S(=O)(=O)c1ccccc1 (stereo not given),0.75
O=S(=O)(c1ccc(Cl)nc1)N(Cc1ccccc1)Cc1ccccc1,-0.81
CCOc1cc(CNc2ccc(N3CCCC3)cc2)cc(Cl)c1OC,-0.29
Cc1c(NC(=S)NC(=O)C(C)(C)C)cccc1[N+](=O)[O-],0.83
O=C1c2ccccc2S(=O)(=O)c2cc(C(=O)N(c3ccccn3)c3ccccn3)ccc21,-0.19
O=C(Cc1ccccc1)Nc1ccccc1Sc1ccccc1,-0.97
COc1ccc(NC(=O)Cn2nnc(-c3ccccc3NS(=O)(=O)c3ccc(OC)cc3)n2)cc1,1.8
O=C(NC(=S)N1CCN(C(c2ccccc2)c2ccccc2)CC1)c1ccc(S(=O)(=O)N2CCOCC2)cc1,0.83
CCOC(=O)c1cn(CC)c2cc(Cl)c([N+](=O)[O-])cc2c1=O,0.46
COCC(C)NC(=O)CCS(=O)(=O)c1nc(-c2ccc(OC)cc2)cc(C(F)(F)F)n1 (stereo not given),0.57
Cc1cc(Br)ccc1SCC(=O)OCC(=O)Nc1ncc(C(F)(F)F)cc1Cl,1.4
O=C(COC(=O)c1ccc([N+](=O)[O-])s1)NCc1ccc(F)cc1,0.42
C[N+]1(C2CCC3CCC2C3O)CCCC1 (stereo not given),0.46
CCC(CC)C(=O)Nc1ccc(C(=O)c2ccccc2)cc1,-0.32
CC(C)c1onc(C(=O)N2CCCCC2C)c1[N+](=O)[O-] (stereo not given),1.5
O=[N+]([O-])c1ccccc1NCCNS(=O)(=O)c1ccc(Cl)cc1,-0.62
CCNC(=O)NC(=O)CSc1ccccc1F,-0.21
Nc1ncc(Br)cc1N=Cc1ccccc1,-1.2
CCOC(=O)C1=C(C)N(c2ccccc2)C(=O)NC1c1cccc([N+](=O)[O-])c1 (stereo not given),-1.2
NC(=O)NC(=O)COC(=O)CN1C(=O)C2CCCCC2C1=O (stereo not given),1.7
Cc1ccc(-c2nn(C)c(=O)c3ccccc23)cc1CO,1.1
CCN(CC)S(=O)(=O)c1ccc(OC)c(NC(=O)COc2ccc3c(C)cc(=O)oc3c2)c1,1
O=C(CCCSc1nc2ccccc2[nH]1)Nc1ccccc1,0.11
[O-]/[N+](=C/c1cccnc1)c1ccc(Br)cc1,0.54
C=CCn1c(SCc2cccc(F)c2)nc2cc(C(=O)N3CCC(C(N)=O)CC3)ccc2c1=O,-1.1
CCn1nc(C(=O)NNC(=O)COc2ccc(OC)cc2)c2ccccc2c1=O,0.33
Cc1cc(C)nc(SCCc2ccncc2)n1,0
S=C(Nc1ccc(Cl)cc1)c1sc(N2CCCCC2)nc1N1CCOCC1,0.88
Cc1ccc(OCC(=O)OC(C)CN(C)Cc2ccccc2)cc1 (stereo not given),2.9
CCC(=O)NC(Nc1sc2c(c1C(=O)OC)CCC2)C(Cl)(Cl)Cl (stereo not given),-0.5
CCC1CCC2(CC1)NC(=O)N(CC(=O)Nc1cc(C)on1)C2=O (stereo not given),0.45
COC(=O)C1C(=O)C=C(Nc2ccc(F)cc2F)CC1c1ccc(OC)cc1 (stereo not given),-0.09
O=C(Nc1ccccc1)c1cc2ccccc2[nH]1,0.86
COC(=O)c1sc(NC(=O)c2cccc([N+](=O)[O-])c2)c(C(N)=O)c1C,-0.23
Cn1nnnc1SCCNCc1ccccc1OCc1ccc(Cl)cc1,-0.41
C=CCNC(=O)c1ccccc1NC(=O)c1ccc(Cl)c(S(=O)(=O)Nc2cccc(C)c2C)c1,-3*
COc1cc([N+](=O)[O-])ccc1N,-0.47
CC1CC2=C(C(=O)O1)C(C)Nc1ccccc1N2 (stereo not given),-0.04
Cc1cccc(OCCNc2cc(N3CCN(C)CC3)ccc2[N+](=O)[O-])c1,-2.1
CC(C)Cn1c(=O)c(C(=O)Nc2ccccc2S(N)(=O)=O)c(O)c2ccccc21,-2
CN(CC(=O)Nc1sccc1C#N)Cc1ccccc1,0.69
COC(=O)N/N=C/c1ccc(-c2ccc(C)c(Cl)c2)o1,0.87
COc1ccc(C(=O)NC(=S)Nc2ccc(NC(=O)c3ccco3)cc2)cc1[N+](=O)[O-],0.32
O=C(O)c1ccccc1SCC(=O)N1c2ccccc2Sc2ccccc21,0.38
COc1cc(/C=C(\C#N)c2ccccn2)ccc1OCc1ccccc1Cl,-0.89
Cc1occc1C(=O)N1CCN(c2ccccc2)CC1,0
COC(=O)c1cc2c(ccn2-c2ccc(F)cc2)n1Cc1cccc(OC)c1,-1.2
N#Cc1c(-c2ccco2)c2c([nH]c1=S)CCCC2,0.5
Cc1cccc(NC(=O)CN2C(=O)N/C(=C/c3ccc(C)s3)C2=O)c1,-0.45
COC(=O)c1cc(NC(=O)Cc2ccccc2[N+](=O)[O-])ccc1Cl,-0.53
COc1cc2nc(=S)n3[nH]c(COc4ccccc4C)nc3c2cc1OC,0.19
COc1ccc(N=C2SC(CC(=O)Nc3ccccc3)C(=O)N2CCc2ccccn2)cc1 (stereo not given),-1.7
CC1=CC2=NC(=O)/C(=C\c3cc(C)n(-c4ccccc4)c3C)C(=N)N2O1,0.07
Cc1ccc(Nc2nnc(SCC(=O)Nc3cccnc3Cl)s2)cc1C,-0.84
Cc1[nH]c2ccccc2c1/C=N\NC(=O)CNc1ccc2c(c1)OCO2,0.21
COc1ccc(C2Nc3ccccc3C(=O)N2c2ccccc2)cc1CSc1ccccn1 (stereo not given),-2.4
COCCCNC(=S)N(Cc1ccccc1)Cc1nc2ccccc2c(=O)[nH]1,-0.59
CCOC(=O)C1=C(CC)OC(N)=C(C#N)C1c1ccc(OC)cc1OC (stereo not given),0.79
COc1cccc(/C=N/NC(=O)Cn2ccnc2C)c1,0

# Some of the entries so far, bar-delimited:
Compound | Pyk2 oligo antag
N#Cc1c(-c2ccco2)c2c([nH]c1=S)CCCC2 | 0.5
Cc1cccc(NC(=O)CN2C(=O)N/C(=C/c3ccc(C)s3)C2=O)c1 | -0.45
COC(=O)c1cc(NC(=O)Cc2ccccc2[N+](=O)[O-])ccc1Cl | -0.53
COc1cc2nc(=S)n3[nH]c(COc4ccccc4C)nc3c2cc1OC | 0.19
COc1ccc(N=C2SC(CC(=O)Nc3ccccc3)C(=O)N2CCc2ccccn2)cc1 (stereo not given) | -1.7
CC1=CC2=NC(=O)/C(=C\c3cc(C)n(-c4ccccc4)c3C)C(=N)N2O1 | 0.07
Cc1ccc(Nc2nnc(SCC(=O)Nc3cccnc3Cl)s2)cc1C | -0.84

# Further structures:
SMILES,Pyk2 oligo antag
O=C(Cc1c[nH]c2ccccc12)N/N=C/c1cccc(F)c1,-0.81
O=[N+]([O-])c1cc(/C=N/N2CCN(c3ccccc3)CC2)ccc1Cl,0.66
COc1ccc(NC(=O)c2c(F)cccc2F)cc1S(=O)(=O)Nc1ccc(Br)cc1,-2.1
CC(C)C(=O)NC(Nc1ccc(S(N)(=O)=O)cc1)C(Cl)(Cl)Cl (stereo not given),-0.04
CCCn1c(=O)c2ccccc2n2c(SCC(=O)N3CCc4ccccc4C3)nnc12,-1.1
Cc1ccc2nc(C)c(C(=O)N/N=C/c3ccccc3[N+](=O)[O-])cc2c1,0.45
COc1ccccc1NS(=O)(=O)c1cccc(NC(=O)Nc2ccccc2)c1,-0.78
O=C(Nc1cc2c(cc1Cl)OCCCO2)c1ccco1,-0.49
CC1=C(C(=O)N2CCOCC2)C(c2cccc(C)c2)NC(=S)N1 (stereo not given),0.79
O=C(NCCCn1ccnc1)/C(=C\c1cccnc1)NC(=O)c1cccc(Br)c1,1.1
CN(C)CCCN(C(=O)c1sc2ccccc2c1Cl)c1nc2c(F)cccc2s1,3.2
CCOC(=O)CC(=O)CSc1nc2c(sc(=S)n2-c2ccc(OCC)cc2)c(=O)[nH]1,-2.4
O=C(NCCNc1ccc([N+](=O)[O-])cc1C(F)(F)F)c1ccc(F)cc1,-0.04
CC(=O)Nc1ccc(S(=O)(=O)NCC(=O)OC(C)c2ccccc2Cl)cc1 (stereo not given),0.64
CCOc1ncccc1C(=O)Nc1ccc2c(C)cc(=O)oc2c1,0.39
O=S(=O)(Nc1cccc2ncccc12)c1cccs1,-1.8
Cn1c(=O)n(CC(=O)NC2CCCCC2)c(=O)c2ccccc21,0.87
COc1ccc2[nH]cc(CCCN3C(=O)c4ccccc4C3=O)c2c1,0.29
CCOc1ncccc1C(=O)OCc1ccc(Cl)cc1,-0.06
O=C1OC(/C=C/c2ccccc2)=NC/1=C/C=C/c1ccccc1,0.76
O=C(Nc1cccc(Br)c1)c1ccccc1-c1ccccc1,-1.3
Cc1cc(-c2ccccc2)nc(N/N=C/c2ccc([N+](=O)[O-])cc2)n1,-2.4
COc1ccc(N=C(C)C2=C(O)c3ccccc3C2=O)cc1,-0.57
O=C(/C=C/c1ccco1)Nc1cccc(NC(=O)/C=C/c2ccco2)n1,0

# Only part of the results is shown. The share of hits here may be higher or lower than overall.
